High-throughput results from PubChem.
PERK inhibitor: block of dimerizer-induced PERK translation repression, primary screen, PERK inhibitor project, CHO PERK-DD cells, SEAP luminescence, HTS; inhibition, % at 5.6 µM; Eukaryotic translation initiation factor 2-alpha kinase 3 (Homo sapiens), Q9NZJ5; 220,000 tested, 0.17% active; CHO PERK-DD fusion, SEAP luminescence translation reporter;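 active = inhibition above the mean inhibition of all tested compounds plus 3 SD, set separately per screening campaign, cut at about 2.9% in these data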;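 also: PERK kinase domain activated by AP20187 dimerizer at 100 nM; 0% = DMSO with dimerizer and 100% = rapamycin at 8.4 µM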
FXIa inh 1536: human FXIa protease inhibitors, primary screen, biochemical, 1536-well | Coagulation factor XI (Homo sapiens), P03951 | purified FXIa, Boc-Glu-Ala-Arg-AMC fluorogenic substrate | inhibition, % at 5 µM | 220,000 tested, 0.14% active | AID 798, 2007;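 active = inhibition of at least 40%; inactive = inhibition below 40%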;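 also: fluorescence of freed AMC excited at 355 nm; 0% = enzyme without compound and 100% = no enzyme blank; many of its hits are not listed in these tables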
thrombin 1536: human alpha-thrombin inhibitors, primary screen, counter-screen for coagulation protease inhibitor project, biochemical, 1536-well, fluorogenic AMC substrate | Prothrombin (Homo sapiens), P00734 | Boc-VPR-AMC fluorogenic substrate cleavage | inhibition, % at 5 µM | 220,000 tested, 0.26% active;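 active = inhibition at or above 40%; inactive = inhibition below 40%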;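 also: 0% = enzyme with no compound and 100% = wells without enzyme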
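signal = AMC fluorescence, 355/460 nm | material = human alpha-thrombin enzyme | control set = enzyme without compound as high, wells lacking enzyme as low | times = reaction at room temperature | read-out basis = percent inhibition scaled between no-compound controls and no-enzyme blanks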
Furin inhibitor: human furin inhibitors, primary screen, biochemical, fluorescence intensity; 220,000 tested, 0.061% active; P09958; purified furin, fluorogenic substrate cleavage; inhibition, % at 30 µM; in the data active = inhibition above about 25%; also: inactives centre near -15
Target sequence (P09958 108-714 limits assumed): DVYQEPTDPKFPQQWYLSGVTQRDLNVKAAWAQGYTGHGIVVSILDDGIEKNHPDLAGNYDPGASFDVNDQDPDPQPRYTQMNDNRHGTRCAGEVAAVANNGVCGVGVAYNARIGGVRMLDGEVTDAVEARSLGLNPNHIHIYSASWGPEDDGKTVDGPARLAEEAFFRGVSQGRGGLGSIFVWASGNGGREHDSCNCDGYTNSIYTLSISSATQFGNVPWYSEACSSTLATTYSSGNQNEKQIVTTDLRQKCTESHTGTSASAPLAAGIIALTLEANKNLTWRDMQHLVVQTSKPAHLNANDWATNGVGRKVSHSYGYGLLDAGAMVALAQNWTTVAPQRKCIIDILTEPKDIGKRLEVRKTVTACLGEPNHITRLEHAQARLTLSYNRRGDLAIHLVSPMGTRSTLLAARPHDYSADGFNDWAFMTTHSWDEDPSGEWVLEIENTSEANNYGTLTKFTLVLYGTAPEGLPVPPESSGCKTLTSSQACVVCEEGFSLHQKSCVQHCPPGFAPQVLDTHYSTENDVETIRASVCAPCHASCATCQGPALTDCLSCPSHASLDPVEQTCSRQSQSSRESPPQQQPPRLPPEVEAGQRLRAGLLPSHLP
FXIIa inh 1536: human FXIIa protease inhibitors, primary screen, biochemical, 1536-well | Coagulation factor XII (Homo sapiens), P00748 | purified FXIIa, Boc-QGR-AMC fluorogenic substrate, 2 h | inhibition, % at 5 µM | 220,000 tested, 0.3% active; in the data active = inhibition above about 40%;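 also: 0% = enzyme with no compound and 100% = blank without enzyme; many of its hits are not listed in these tables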
KLK5 inh: human KLK5 protease inhibitors, primary screen, biochemical, 1536-well | Kallikrein-5 (Homo sapiens), Q9Y337 | recombinant hK5, fluorogenic AMC substrate cleavage | inhibition, % at 5 µM | 210,000 tested, 0.59% active | AID 873, 2007;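 active = inhibition of 40% or more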;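 also: 0% = enzyme controls without compound and 100% = no-enzyme blanks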
Target sequence (Q9Y337 67-293 limits assumed): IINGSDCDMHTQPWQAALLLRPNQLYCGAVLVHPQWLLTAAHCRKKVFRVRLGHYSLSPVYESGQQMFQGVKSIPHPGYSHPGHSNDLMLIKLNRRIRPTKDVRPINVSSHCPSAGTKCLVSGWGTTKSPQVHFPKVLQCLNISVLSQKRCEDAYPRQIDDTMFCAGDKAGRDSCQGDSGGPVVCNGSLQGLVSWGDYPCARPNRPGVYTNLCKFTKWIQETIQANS
Wee1 degr inh: Wee1 degradation inhibitors, primary screen, cell-based, HeLa, Wee1K328M-luciferase, luminescence; Wee1-like protein kinase (Homo sapiens), P30291; HeLa Luc-Wee1K328M stability; 100% = proteasome inhibitor MG132 effect; reporter increase, % at 5 µM; 220,000 tested, 1.2% active;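 active = activation above the mean of all tested compounds plus 3 SD, set per screening run, cut at about 8.8% in these data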;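 also: cells exposed to compound for 20 h before luminescence read; 0% = DMSO alone and 100% = MG132 at 30 µM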
Cl transport mod: KCC2 cotransporter modulators, thallium flux, primary screen, cell-based, HEK293 KCC2, FluoZin-2 fluorescence, MLSMR; 190,000 tested, 2.2% active; B-score of Tl+ flux slope (higher = more flux/activation; lower = inhibition) at 10 µM; AID 1456, 2008; KCC2 cells, thallium flux FluoZin-2 fluorescence;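 active = thallium flux slope and its plate-corrected score both differing from the plate sample mean at a set confidence after two filtering rounds, in either direction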;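 also: slope of fluorescence scaled to starting intensity during 10 to 20 s after thallium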
p97 ATPase inh: inhibitors of human p97 ATPase, primary screen, biochemical; Transitional endoplasmic reticulum ATPase (Homo sapiens), P55072; AID 1481, 2009; recombinant p97 ATPase, Kinase-Glo ATP luminescence, 3 h; inhibition, % at 8 µM; 220,000 tested, 0.42% active; in the data active = inhibition above about 15%;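 also: 0% = DMSO vehicle and 100% = wells lacking enzyme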
Starred values were filed as active, the others as inactive; [ ] = remark or other dose.

Screening CCOc1ccc(Nc2ccc(N3C(=O)CCC3=O)cc2[N+](=O)[O-])cc1 returned PERK inhibitor 1.0, FXIa inh 1536 -1, thrombin 1536 -7, Furin inhibitor -22, FXIIa inh 1536 9, KLK5 inh -4, Wee1 degr inh 0, Cl transport mod 0.35 and p97 ATPase inh 3.
CCCCNC(=O)Nc1ccccc1Br was read as PERK inhibitor 1.9, FXIa inh 1536 7, thrombin 1536 -4, Furin inhibitor -27, FXIIa inh 1536 9, KLK5 inh 4, Wee1 degr inh -2, Cl transport mod -1.1 and p97 ATPase inh 3.
`CC1(C)CC(=O)C2=C(C1)OC(N)=C(C#N)C2Cc1ccccc1` (stereo unspecified) gave PERK inhibitor 1.1, FXIa inh 1536 -7, thrombin 1536 -9, Furin inhibitor -9[20 µM], FXIIa inh 1536 5, KLK5 inh 2, Wee1 degr inh 1, Cl transport mod 0.51 and p97 ATPase inh 7.
For O=C1C(C=NCCCN2CCCC2=O)=C(O)c2ccccc21 the results were PERK inhibitor 1.3, FXIa inh 1536 1, thrombin 1536 6, Furin inhibitor -4, FXIIa inh 1536 17, KLK5 inh -11, Wee1 degr inh 4, Cl transport mod 0.4 and p97 ATPase inh 6.
For CC(=O)NC1=NN(C(C)=O)C2(CCCCC2)S1 the results were PERK inhibitor 0.6, FXIa inh 1536 12, thrombin 1536 -1, Furin inhibitor -19[20 µM], FXIIa inh 1536 22, KLK5 inh 2, Wee1 degr inh -1, Cl transport mod 0.71 and p97 ATPase inh 2.
`O=C(Nc1ccc2oc(-c3ccccc3)nc2c1)c1cccnc1` gave PERK inhibitor -0.5, FXIa inh 1536 -6, thrombin 1536 5, Furin inhibitor -14, FXIIa inh 1536 2, KLK5 inh -12, Wee1 degr inh 0, Cl transport mod -2.3 and p97 ATPase inh 5.
`O=C(NCCc1ccccn1)C(F)(F)C(F)(F)C(F)(F)C(F)(F)C(F)(F)C(F)F` gave PERK inhibitor 1.6, FXIa inh 1536 7, thrombin 1536 1, Furin inhibitor -17, FXIIa inh 1536 7, KLK5 inh -10, Wee1 degr inh 0, Cl transport mod 0.0064 and p97 ATPase inh 5.
For Cc1ccc(Cn2nnnc2CN2CCC(O)(c3ccccc3F)CC2)cc1 the results were PERK inhibitor 0.0, FXIa inh 1536 8, thrombin 1536 2, Furin inhibitor -14, FXIIa inh 1536 6, KLK5 inh -26, Wee1 degr inh 1, Cl transport mod -0.66 and p97 ATPase inh -6.
`Cc1cc(NC(=O)CSc2nc3ccccc3c(=O)n2C(C)c2ccccc2)no1` (stereo unspecified) gave PERK inhibitor -0.6, FXIa inh 1536 2, thrombin 1536 2, Furin inhibitor -19[20 µM], FXIIa inh 1536 23, KLK5 inh -5, Wee1 degr inh -1, Cl transport mod 0.42 and p97 ATPase inh -1.
For CCc1nnc(NC(=O)CCN2C(=O)c3ccccc3C2=O)s1 the results were PERK inhibitor 0.4, FXIa inh 1536 -6, thrombin 1536 -10, Furin inhibitor -22, FXIIa inh 1536 14, KLK5 inh -6, Wee1 degr inh -2 and p97 ATPase inh 2.
Screening Cc1oc(C)c2c(=O)ccc3c(c12)OC(N)=C(C#N)C3c1ccccc1 (stereo unspecified) returned PERK inhibitor 0.4, FXIa inh 1536 2, thrombin 1536 -11, Furin inhibitor -29, FXIIa inh 1536 11, KLK5 inh -20, Wee1 degr inh -1, Cl transport mod -0.93 and p97 ATPase inh 11.
Cc1ccc(-n2cc(CN(C)Cc3nccn3C)c(-c3cccc(C)c3)n2)cc1 was read as PERK inhibitor -1.0, FXIa inh 1536 -3, thrombin 1536 -9, Furin inhibitor -26, FXIIa inh 1536 8, KLK5 inh -2, Wee1 degr inh 3 and p97 ATPase inh -2.
`CCOC(=O)N1CCN(CC(=O)Nc2ccc(C)cc2)CC1` gave PERK inhibitor 0.9, FXIa inh 1536 2, thrombin 1536 1, Furin inhibitor -15[20 µM], FXIIa inh 1536 12, KLK5 inh -14, Wee1 degr inh 1, Cl transport mod -0.63 and p97 ATPase inh -1.
Screening COc1ccc(NS(=O)(=O)c2ccc3c(c2)CCC(=O)N3)c(OC)c1 returned PERK inhibitor -0.2, FXIa inh 1536 -3, thrombin 1536 -14, Furin inhibitor -24, FXIIa inh 1536 -10, KLK5 inh -1, Wee1 degr inh 2, Cl transport mod -0.38 and p97 ATPase inh 5.
`Cc1ccc(C)c(N(CC(=O)NC2CCCC2)C(=O)c2cc3cc4cccc(C)c4nc3s2)c1` gave PERK inhibitor 1.8, FXIa inh 1536 -2, thrombin 1536 1, Furin inhibitor -6[20 µM], FXIIa inh 1536 11, KLK5 inh 0, Wee1 degr inh 0 and p97 ATPase inh 1.
Screening Cc1nnc(SC(C)C#N)n1-c1ccccc1 (stereo unspecified) returned PERK inhibitor -0.4, FXIa inh 1536 -4, thrombin 1536 -8, Furin inhibitor -20, FXIIa inh 1536 3, KLK5 inh 9, Wee1 degr inh -2, Cl transport mod -0.11 and p97 ATPase inh 2.
OCCC1CN(Cc2ccon2)CCN1CCc1ccccc1 (stereo unspecified) was read as PERK inhibitor 1.8, FXIa inh 1536 0, thrombin 1536 -4, Furin inhibitor -28, FXIIa inh 1536 4, Wee1 degr inh -3 and p97 ATPase inh 7.
For NC(=O)COc1ccc(C23CC4CC(CC(C4)C2)C3)cc1 the results were PERK inhibitor 0.6, FXIa inh 1536 4, thrombin 1536 -24, Furin inhibitor -39, FXIIa inh 1536 10, KLK5 inh -1, Wee1 degr inh 1, Cl transport mod -0.54 and p97 ATPase inh 0.
Screening CC(=O)Nc1ncc(Cc2cccc(Cl)c2Cl)s1 returned PERK inhibitor 1.8, FXIa inh 1536 -2, thrombin 1536 -4, Furin inhibitor -25, FXIIa inh 1536 3, KLK5 inh -2, Wee1 degr inh 3, Cl transport mod 0.21 and p97 ATPase inh 4.
Screening O=C(O)c1ccccc1-n1ncc2c1/C(=C/c1ccc(Cl)cc1)CC2 returned PERK inhibitor 0.6, FXIa inh 1536 -3, thrombin 1536 1, Furin inhibitor -27, FXIIa inh 1536 10, KLK5 inh 2, Wee1 degr inh -1, Cl transport mod -2.5 and p97 ATPase inh -1.
`Cc1ncoc1C(=O)N1CCCC(CCC(=O)NCc2ccc(F)c(F)c2)C1` (stereo unspecified) gave PERK inhibitor 0.3, FXIa inh 1536 -2, thrombin 1536 -15, Furin inhibitor -31, FXIIa inh 1536 6, KLK5 inh -1, Wee1 degr inh 0, Cl transport mod 0.5 and p97 ATPase inh 3.
`Cc1ccc(C2C=C(c3ccccc3OC(F)F)Nc3ncnn32)cc1` (stereo unspecified) gave PERK inhibitor -0.5, FXIa inh 1536 -1, thrombin 1536 3, Furin inhibitor -6, FXIIa inh 1536 12, KLK5 inh -24, Wee1 degr inh 0, Cl transport mod -0.0024 and p97 ATPase inh -5.
`Cc1cccc(NC(=O)COC(=O)c2cccc3c2C(=O)c2ccccc2C3=O)c1C` gave PERK inhibitor 0.4, FXIa inh 1536 1, thrombin 1536 -15, Furin inhibitor -6, FXIIa inh 1536 8, KLK5 inh -9, Wee1 degr inh 0, Cl transport mod -0.077 and p97 ATPase inh 3.
For Cc1cc(C(=O)Nc2nc3ccc(Cl)cc3s2)nn1C the results were PERK inhibitor -1.3, FXIa inh 1536 5, thrombin 1536 1, Furin inhibitor -32, FXIIa inh 1536 8, KLK5 inh 0, Wee1 degr inh 2, Cl transport mod 2.4 and p97 ATPase inh 3.
COC(=O)c1cc(NS(=O)(=O)c2ccc(NCc3cccnc3)c(N)c2)cc(C(=O)OC)c1 was read as PERK inhibitor 0.8, FXIa inh 1536 7, thrombin 1536 -1, Furin inhibitor -16, FXIIa inh 1536 11, KLK5 inh -3, Wee1 degr inh -4, Cl transport mod 1.3 and p97 ATPase inh 5.
`CC(C)c1ccc(NC(=S)N2CCN(Cc3ccccc3)CC2)cc1` gave PERK inhibitor -0.6, FXIa inh 1536 -3, thrombin 1536 -3, Furin inhibitor -17, FXIIa inh 1536 4, KLK5 inh 5, Wee1 degr inh 1, Cl transport mod -0.92 and p97 ATPase inh -2.
COc1ccc(/C=C(/C#N)S(=O)(=O)c2ccc(C)cc2)cc1 was read as PERK inhibitor 1.6, FXIa inh 1536 0, thrombin 1536 3, Furin inhibitor 1[20 µM], FXIIa inh 1536 8, KLK5 inh 2, Wee1 degr inh -1 and p97 ATPase inh 0.
`Nc1cc(Cl)ccc1C(=O)OCC(=O)NC1CCCCC1` gave PERK inhibitor -0.1, FXIa inh 1536 -3, thrombin 1536 0, Furin inhibitor -32, FXIIa inh 1536 5, KLK5 inh 0, Wee1 degr inh -3, Cl transport mod -0.42 and p97 ATPase inh 5.
`Cn1c(=O)c2c(-c3ccccc3)n(N3CCOCC3)cc2n(C)c1=O` gave PERK inhibitor 0.3, FXIa inh 1536 -2, thrombin 1536 -6, Furin inhibitor -21, FXIIa inh 1536 5, KLK5 inh -9, Wee1 degr inh -1, Cl transport mod -0.1 and p97 ATPase inh -4.
For CCc1noc(C)c1C(=O)Nc1ncc(C)s1 the results were PERK inhibitor -0.7, FXIa inh 1536 1, thrombin 1536 -3, Furin inhibitor -3[20 µM], FXIIa inh 1536 -8, KLK5 inh -7, Wee1 degr inh -3 and p97 ATPase inh -8.
Screening Cc1sc2c(=O)n3c(nc2c1C(=O)NCCCN1CCOCC1)CCCCC3 returned PERK inhibitor -0.8, FXIa inh 1536 23, thrombin 1536 1, Furin inhibitor 0, FXIIa inh 1536 31, KLK5 inh -8, Wee1 degr inh -2, Cl transport mod -0.02 and p97 ATPase inh -6.
`CCn1c(CNc2ccc(OC)cc2)nnc1SCC(=O)Nc1ccc(F)cc1` gave PERK inhibitor -0.6, FXIa inh 1536 6, thrombin 1536 0, Furin inhibitor -23[20 µM], FXIIa inh 1536 12, KLK5 inh -10, Wee1 degr inh 4, Cl transport mod 0.018 and p97 ATPase inh 3.
O=C(/C=C/c1ccccc1)C1C(=O)c2ccccc2C1=O was read as PERK inhibitor 0.6, FXIa inh 1536 0, thrombin 1536 -7, Furin inhibitor -16, FXIIa inh 1536 2, KLK5 inh -3, Wee1 degr inh 10*, Cl transport mod 36* and p97 ATPase inh 3.
CCOC(=O)C1(CCOc2ccccc2)CCN(Cc2cnc(C)[nH]2)CC1 was read as PERK inhibitor 0.1, FXIa inh 1536 1, thrombin 1536 3, Furin inhibitor -28, FXIIa inh 1536 14, Wee1 degr inh -3, Cl transport mod 2.8 and p97 ATPase inh 1.
`CN1CCN(/C=N/c2c(C#N)cnn2Cc2ccccc2)CC1` gave PERK inhibitor -0.9, FXIa inh 1536 2, thrombin 1536 2, Furin inhibitor -22, FXIIa inh 1536 3, KLK5 inh -9, Wee1 degr inh 0, Cl transport mod 0.81 and p97 ATPase inh 3.
